Compound activity: PubChem BioAssay, National Center for Advancing Translational Sciences (NCATS)
Giardia killer = kills Giardia lamblia. Giardia lamblia trophozoite viability. activity change, % at 7.66 µM, hits read low. 340,000 compounds, 0.15% hits. AID 540267; in the data active = activity change below about -80%; inconclusive = between about -30% and that limit;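 note: parasites exposed to compound for two days anaerobically before the ATP read; % is set by controls: 0 for no effect and ±100 for the full control effect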
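Compounds were tested on trophozoites seeded at 100 cells/well and held 48 hrs at 37 deg C anaerobically. An ATP-based luminescent kit measured the remaining live cells.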
Gal4-VP16 FLuc = inhibits Gal4-VP16 luciferase reporter, ROR gamma counter-screen; Drosophila S2 Gal4-VP16 UAS-luciferase, luminescence, 20 h; Potency, µM (titrated, usually from 53.6 µM), for the others: top-dose activity, negative = inhibition, hits mostly inhibitors; 310,000 compounds, 3.5% hits; AID 2546;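 note: Gal4-VP16 expression switched on by copper sulfate through the metallothionein promoter; potency is the fitted concentration of half-maximal effect; % is set by controls: 0 for no effect and ±100 for the full control effect; nearly all actives have a fitted effect of over 50% in size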
FBPA coupling cs = coupling enzyme interference in Giardia aldolase counter-screen | coupling enzyme system counterscreen, AmpLite Red fluorescence | activity change, negative = inhibition, % at 58.2 µM, hits read low | 290,000 compounds, 0.67% hits; in the data active = activity change below about -30%; note: % is set by controls: 0 for no effect and ±100 for the full control effect
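Activity here indicates interference with the coupling reaction, not aldolase inhibition. Compounds at 57.5 uM final met coupling enzymes for 10 min at RT; substrate and AmpLite Red detection followed, with a 525/598 nm fluorescence read after 20 min.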
Rab9 promoter act = Rab9 promoter activation; Huh7 Rab9 promoter-luciferase reporter, luminescence, 24 h; Potency, µM (doses to about 9.22 µM), for the others: at the top dose activation, negative = inhibition, hits mostly activators; 320,000 compounds, 2.8% hits; AID 485297; note: potency is the fitted concentration of half-maximal effect; % of control where 0% means no effect; nearly all actives have a fitted effect of over 60% in size
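Luminescence from Amplite-detected luciferase (10 minutes, ambient) reports Rab9 promoter activation. Before that, stable Rab9-luciferase Huh7 cells (1500/well, reduced-serum OP-MEM I plus 10% FBS) were exposed to compound for 24 hours at 37C.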
KCNH2 3.1 inh = inhibitors of human KCNH2 3.1 potassium channel isoform; 340,000 compounds, 0.95% hits; U2OS KCNH2 3.1, thallium flux FluxOr; active compounds read low; activity change, % (tested at about 1.8 µM);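 active = maximum activity change below -70%; inconclusive = maximum activity change from -70% to -50%; inactive = maximum activity change above -50%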;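 note: thallium influx rate constant from kinetic fluorescence after stimulation buffer; % is set by controls: 0 for no effect and ±100 for the full control effect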
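We transduce U2OS cells with the mutant 3.1 virus, culture them overnight, load FluxOr with Red40 quencher for 45 min, then add stimulation buffer and read kinetically for 2 min to derive a normalized rate constant.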
NPC1 promoter act = NPC1 promoter activation | Huh7 NPC1 promoter luciferase reporter, 24 h | Potency, µM (doses to about 9.22 µM), inactives show at the highest dose activation, most hits filed as activators | 320,000 compounds, 2.4% hits;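 note: potency is the fitted concentration of half-maximal effect; % of control where 0% means no effect; nearly all actives have a fitted effect of over 60% in size; reporter is driven by a mutant NPC1 promoter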
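Compounds in DMSO were transferred onto Huh7 NPC1-luciferase reporter cells pre-incubated 2 h; after 24 h at 37 °C, Amplite reagent was dispensed and luminescence recorded 10 min later.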
Tb PFK inh = inhibitors of T. brucei phosphofructokinase; O15648; T. brucei PFK, ADP-Glo luminescence; Potency, µM (titrated, usually from 57.5 µM), for inactives: at the highest dose activity, negative = inhibition, most hits filed as inhibitors; 330,000 compounds, 0.17% hits; AID 485367;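 note: potency is the fitted concentration of half-maximal effect; 0% = uninhibited 1x PFK enzyme wells and -100% = no-enzyme wells; nearly all actives have a fitted effect of over 60% in size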
Target sequence (O15648 whole entry, looked up): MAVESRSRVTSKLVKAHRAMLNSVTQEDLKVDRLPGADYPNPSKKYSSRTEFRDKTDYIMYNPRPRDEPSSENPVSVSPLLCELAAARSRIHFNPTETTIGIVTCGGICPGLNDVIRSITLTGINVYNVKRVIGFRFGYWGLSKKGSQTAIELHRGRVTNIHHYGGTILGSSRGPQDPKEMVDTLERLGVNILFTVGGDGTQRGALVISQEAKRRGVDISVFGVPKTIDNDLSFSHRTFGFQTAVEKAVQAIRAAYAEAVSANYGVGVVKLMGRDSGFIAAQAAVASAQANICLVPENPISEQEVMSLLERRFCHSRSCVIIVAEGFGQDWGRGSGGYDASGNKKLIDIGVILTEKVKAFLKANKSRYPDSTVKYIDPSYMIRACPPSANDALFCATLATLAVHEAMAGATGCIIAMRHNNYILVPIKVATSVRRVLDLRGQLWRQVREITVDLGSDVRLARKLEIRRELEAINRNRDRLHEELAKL
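Activity is normalized to no-enzyme wells (full inhibition) and 1.25 nM enzyme wells (no inhibition). Reaction: 0.5 mM F6P, 0.1 mM ATP, 45 min RT, ADP-Glo luminescence; concentration-response curves fitted and classed by quality.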
uPA surface inh = blocks generation of uPA at the cell surface; 330,000 compounds, 0.31% hits; Potency, µM (top dose mostly 38.3 µM), for the others: top-dose activity change, negative = inhibition, most hits filed as inhibitors; cell surface uPA generation assay, qHTS; active = well fitted inhibition curve with a large enough effect; inconclusive = small, poorly fitted or top-dose-only effect; inactive = no such curve, though single readings can be large or run the other way; tested in mouse RAW 264.7 cells; note: potency is the fitted concentration of half-maximal effect; % is set by controls: 0 for no effect and ±100 for the full control effect; nearly all actives have a fitted effect of over 55% in size
ELG1 genotox = inducers of genotoxicity in HEK293T ELG1-luciferase cells; HEK293T ELG1-luciferase reporter, luminescence, 16 h; Potency, µM (highest dose often 46 µM), for inactives: top-dose activity change, positive = activation, actives largely listed as activators; 330,000 compounds, 1.3% hits; AID 504466; note: potency is the fitted concentration of half-maximal effect; % of control where 0% means no effect; nearly all actives have a fitted effect of over 60% in size
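Genotoxic stress is detected as increased luminescence from luciferase-tagged ELG1 in HEK293T cells, measured with ONE-Glo after a 16 hr treatment at 37 °C.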
RORgamma inh = blocks mouse ROR gamma transcriptional activity | P51450 | Drosophila S2 Gal4-RORgamma UAS-luciferase reporter, 20 h | Potency, µM (titrated, usually from 53.6 µM), without a hit: top-dose activity change, negative = inhibition, actives largely listed as inhibitors | 310,000 compounds, 5.4% hits | AID 2551; note: potency is the fitted concentration of half-maximal effect; % is set by controls: 0 for no effect and ±100 for the full control effect; nearly all actives have a fitted effect of over 60% in size
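In this cell-based reporter format, copper sulfate (700 uM final) drives Gal4–ROR gamma fusion expression from a metallothionein promoter in Drosophila Schneider cells; compounds preincubated 1 hr, reporter read after 20 hr at ambient temperature.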
FLuc counter = inhibits or activates purified firefly luciferase, miR-21 counter-screen; AID 588342; 360,000 compounds, 6.9% hits; Potency, µM (series often up to 57.5 µM), without a hit: at the top dose activity change, negative = inhibition, actives largely listed as inhibitors; purified FLuc, Km substrates, luminescence inhibition;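 note: potency is the fitted concentration of half-maximal effect; plate controls were vehicle for no effect and reference inhibitor for full effect; nearly all actives have a fitted effect of over 55% in size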
Target sequence (P08659 whole entry, looked up): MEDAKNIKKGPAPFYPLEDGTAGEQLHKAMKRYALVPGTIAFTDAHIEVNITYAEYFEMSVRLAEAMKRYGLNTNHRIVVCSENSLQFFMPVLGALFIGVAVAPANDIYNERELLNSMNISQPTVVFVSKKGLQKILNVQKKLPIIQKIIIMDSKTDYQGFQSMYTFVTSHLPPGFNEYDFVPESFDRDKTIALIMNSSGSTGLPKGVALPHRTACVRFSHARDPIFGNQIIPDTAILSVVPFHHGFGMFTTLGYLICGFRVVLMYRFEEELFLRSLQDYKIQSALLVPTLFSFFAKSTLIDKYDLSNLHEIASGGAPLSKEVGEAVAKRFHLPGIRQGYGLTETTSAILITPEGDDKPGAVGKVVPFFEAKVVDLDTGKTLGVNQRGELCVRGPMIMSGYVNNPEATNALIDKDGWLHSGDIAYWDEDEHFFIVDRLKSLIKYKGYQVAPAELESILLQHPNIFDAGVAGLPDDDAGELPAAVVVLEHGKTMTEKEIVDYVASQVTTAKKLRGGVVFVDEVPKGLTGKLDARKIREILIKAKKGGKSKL
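Biochemical qHTS of compounds, final roughly 60 µM downward over six points, against 10 nM purified firefly luciferase using Km concentrations of substrates (10 uM D-luciferin, 10 uM ATP) in Tris acetate pH 7.5 buffer; luminescence output.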
* marks the source's active call; other numbers are inactive results; ? = inconclusive; / = not tested or not shown; [ ] = remark or other dose. Unless noted, calls come from the whole dose curve; as a rule, active = well fitted curve in the direction sought with a large enough effect; inconclusive = small, poorly fitted or top-dose-only effect, or another doubt; inactive = no such curve, though single readings can be large; an effect the other way counts as inactive or inconclusive.

SMILES | Giardia killer | Gal4-VP16 FLuc | FBPA coupling cs | Rab9 promoter act | KCNH2 3.1 inh | NPC1 promoter act | Tb PFK inh | uPA surface inh | ELG1 genotox | RORgamma inh | FLuc counter
O=C(Cn1nnc2ccccc2c1=O)NCc1ccco1 | -5 | 10% | -1 | -1% | 8 | 6% | -14% | 4% | -4% | 17% | 3%
Cc1ccc(OCC(=O)Nc2cccc(S(=O)(=O)NC3=NCCCCC3)c2)cc1C | -11 | -14% | 0 | -1% | 6 | 0% | -7% | ? | -5% | 41% | 15µM*
O=C(CCc1nc2ccccc2n1-c1ccccc1)NCCO | -28 | 1% | 1 | -3% | -1 | -3% | -4% | -1% | 0% | 18% | 4%
CC(NC(=O)c1cc2ccccc2oc1=O)c1ccc(O)cc1 (centres undefined) | 5 | -12% | 5 | -2% | -9 | 2% | 1% | 3% | 1% | 1% | -18%
COc1ccc(-c2csc(NCc3ccco3)n2)cc1 | -3 | 3% | 0 | 0.56µM* | -3 | 0.89µM* | 5% | -7% | ? | -45% | 1.1µM*
CCN(CC)CCN(C(=O)c1ccc(C(=O)c2ccccc2)cc1)c1nc2cc3c(cc2s1)OCO3 | 10 | -7% | -3 | 5% | -15 | -2% | 2% | -1% | -11% | 30% | -3%
O=c1nc2n(c3cccc(Cl)c13)CCCCC2 | -12 | -2% | 2 | -3% | -14 | -3% | -8% | 22% | 3% | -4% | -2%
COC(=O)c1cc(C)sc1NC(=O)CN1CCN(C(=O)C2CCCO2)CC1 (centres undefined) | 0 | ? | / | -43%[inhibitor] | / | -39%[inhibitor] | 0% | -3% | -20% | 10µM* | 0.85µM*
C=CCN1C(=O)/C(=C/c2ccc(O)c(OC)c2)S/C1=N/c1nccs1 | 5 | -10% | 4 | -4% | -4 | -2% | 5% | -5% | 4% | 13% | -28%
Cc1ccccc1NS(=O)(=O)c1nnc(NC(=O)c2ccccc2F)s1 | 13 | 3% | 14 | 6% | -17 | -3% | 2% | -2% | 4% | 11% | 3%
Cc1sc2nc(-c3cccnc3)[nH]c(=O)c2c1-c1ccccc1 | -21 | -1% | 2 | -1% | 5 | -2% | -5% | 3% | 8% | 13% | ?
CCCCC(=O)N/N=C/c1cc([N+](=O)[O-])ccc1N1CCOCC1 | 2 | -3% | 1 | 2% | 7 | -2% | 3% | 3% | 0% | 18% | 1%
COc1cccc(C(=O)Oc2ccc(N3C(=O)CCC3=O)c(C)c2)c1 | 7 | -6% | 1 | 2% | 0 | -5% | -2% | 2% | 0% | 2% | ?
CCOC(=O)C1CCCN(Cc2c(F)cccc2Cl)C1 (centres undefined) | 8 | 1% | 4 | -2% | -4 | -3% | -6% | / | 0% | -23% | -1%
COc1ccc2c(c1)CCc1c(C(=O)N3CCCCCC3)noc1-2 | 22 | 5% | -5 | 2.8µM* | -7 | 1.6µM* | 4% | -8% | ? | -4% | 7.6µM*
Cn1c(CBr)c(C(=O)c2ccc([N+](=O)[O-])cc2)c(=O)n(C)c1=O | -1 | -4% | 0 | -9% | 0 | -6% | 2% | -5% | -2% | 41% | -3%
Cc1ccc(NC(=O)CN(C)CC(=O)N(CC(C)C)c2c(N)n(CC(C)C)c(=O)[nH]c2=O)c(C)c1 | 2 | / | / | 1% | 26 | 0% | 3% | -13% | 4% | / | 1%
COc1ccc(S(=O)(=O)N2CCc3ccccc3C2)cc1OC | 7 | -12% | 3 | 3% | 12 | -2% | 1% | -3% | -1% | 27% | 7%
O=C(NCCc1ccc(C(F)(F)F)cc1)C1CCC(=O)N(CCc2cccc(F)c2)C1 (centres undefined) | -27 | 7% | / | 5% | -18 | 2% | 1% | 9% | 2% | ? | -11%
Cc1nc2c(c(C)nn2-c2ccccc2)c(C)c1CCC(=O)NCCCOC(C)C | -15 | -11% | 2 | -4% | -1 | 0% | 1% | 1% | -5% | -6% | -4%
COc1ccccc1C(=O)N/N=C/c1cnc2ccccc2n1 | -7 | -8% | 0 | ? | 15 | ? | -2% | 1% | ? | 31% | ?
COc1ccc(-c2noc(-c3ccccc3C(=O)Nc3cccnc3)n2)cc1 | -12 | 6% | 2 | 29% | -2 | 16% | 14% | -10% | -9% | ? | 13µM*
Cc1cc(=O)oc2c(C)c(OC(C)C(=O)NCCCN3CCOCC3)ccc12 (centres undefined) | 31[activator] | -16% | / | -9% | -2 | -1% | 1% | -2% | 0% | -10% | 5%
NC(=O)Nc1ccc(C(=O)OCC(=O)N2CCCC2=O)cc1 | -3 | / | / | 1% | -5 | -3% | 2% | 3% | 2% | / | 0%
CS(=O)(=O)Nc1ccc2c(c1)nc1n2CCOC1 | -10 | 16% | -2 | 1% | 2 | 12% | 0% | -2% | 2% | -7% | -1%

(list continues)
SMILES | Giardia killer | Gal4-VP16 FLuc | FBPA coupling cs | Rab9 promoter act | KCNH2 3.1 inh | NPC1 promoter act | Tb PFK inh | uPA surface inh | ELG1 genotox | RORgamma inh | FLuc counter
Cn1c(=O)c([N+](=O)[O-])c(NCC2CCCO2)c2ccccc21 (centres undefined) | 2 | -4% | 2 | 0% | 8 | 1% | 2% | -3% | -1% | -26% | 3%
O=C(CN1CCCCC1)N/N=C/c1ccccc1OCc1ccccc1 | -8 | -6% | 0 | -5% | -81* | -9% | -4% | 0% | 4% | 5% | 0%
Cc1cccc(CN2CCN(CC(=O)NCCCN3CCN(c4ccc(F)cc4)CC3)C2=O)c1 | -23 | -12% | 0 | -11% | -12 | -4% | 0% | / | -8% | -7% | -1%
COc1ccc(Cl)cc1NC(=O)CN(C)C(=O)CN1C(=O)NC(C)(C)C1=O | -1 | / | / | -6% | -2 | -6% | -1% | 8% | 1% | / | 3%
C=C(C)COc1ccc(-c2[nH]ncc2Oc2cccc(OC)c2)c(O)c1 | -23 | ? | -10 | 2% | -4 | -1% | 1% | 5% | 3% | 6.3µM* | -6%
COC(=O)c1ccc(NC(=O)c2cn(-c3ccccc3)nc2-c2ccncc2)cc1 | 10 | 4% | 1 | 2% | -2 | -1% | -1% | 6% | -3% | 30% | 0%
CN(C)c1ccc(C(=O)OCC(=O)N2CCCC2)cc1 | 13 | 9% | 0 | 27% | 2 | 24% | 5% | 0% | ? | 10% | -16%
Cc1cc(Cl)ccc1OCCCC(=O)Nc1ccc(S(=O)(=O)Nc2ncccn2)cc1 | -26 | -3% | -1 | -2% | -8 | 2% | -2% | / | 2% | 25% | ?
CCN(CC)c1ccc(NC(=O)c2ccc(Br)o2)c(C)c1 | -7 | -20% | -20 | 0% | 1 | 15% | 10% | -12% | 18% | 33% | -21%
COc1ccc(N2CCN(C3CCCN(C(=O)C4=C(C)OCCO4)C3)CC2)cc1 (centres undefined) | 5 | -3% | / | 0% | 17 | 2% | 0% | 11% | 2% | 2% | 14%
Cc1ccc(S(=O)(=O)C(c2ccccc2)c2c(C)noc2C)cc1 (centres undefined) | 12 | -4% | -1 | -14% | -6 | -2% | 2% | -2% | -2% | -19% | 1%
O=C(NCc1ccco1)/C(=C/c1cccnc1)NC(=O)c1cccc(Br)c1 | 13 | -5% | 4 | 9% | -12 | -3% | -3% | 4% | 0% | -2% | -1%
COC(=O)Cc1ccc(NC(=O)c2ccccc2Br)cc1 | 5 | -6% | -7 | 2% | 5 | 12% | -1% | -5% | 10% | -15% | 17µM*
O=C(/C=C/c1ccccc1)NC(=S)Nc1ccc(N2CCOCC2)cc1 | 2 | 3.2µM* | -2 | 1% | 0 | -7% | 8% | -16% | -2% | 1µM* | -3%
CCOC(=O)C1CCCCN1C(=O)CCc1c(C)nc2ncnn2c1C (centres undefined) | 3 | -2% | 2 | 0% | -1 | -4% | 0% | 3% | 1% | -15% | -8%
COCCSc1nnc(NC(=O)CSc2ccccc2)s1 | 1 | 0% | 4 | 12% | -11 | 9% | -5% | -5% | 3% | -26%[10 µM] | -5%
COc1cccc(C2=NC(C)(C)NC(c3ccccc3O)C2)c1 (centres undefined) | 3 | 5% | 1 | 3% | 1 | -2% | 0% | 0% | 1% | -8% | 8.5µM*
N/C(Cc1ccc([N+](=O)[O-])cc1)=N\OC(=O)c1ccc(Br)cc1 | 15 | ? | 3 | -4% | -2 | -1% | -13% | 0% | -2% | -65% | -13%
CCCCN(C)C(=O)Cn1c(=O)oc2cc(S(=O)(=O)N3CC(C)CC(C)C3)ccc21 (centres undefined) | 13 | -6% | 1 | -10% | -4 | 1% | 0% | -6% | -7% | 27% | 0%
